# Compound activity from PubChem.
# RNase H inhibition = RNase H inhibition, HIV 1 Gag Pol polyprotein, FRET biochemical assay, screening (AID 372). HIV-1 RT RNase H, FRET RNA/DNA substrate fluorescence; higher % means a stronger effect. actives 0.77% (n = 100,000). inhibition, % at 10 µM, or IC50 in µM where a hit was titrated; in the data active = inhibition above about 50%
# * hit, by the source's call; & = joins results of further samples. These rows are one share of the data (hit frequency here may not be typical).
COc1ccc(NC(=O)c2c(NC(=O)c3ccco3)sc3c2CCC3)cc1
  RNase H inhibition = 15%

Nc1nonc1C(=O)OCc1ccc(Cl)cc1Cl
  RNase H inhibition = 21%

COc1ccc2c(c1OC)C(=O)OC2CC(=O)c1ccc(Br)cc1 (stereo not drawn)
  RNase H inhibition = 0%

CC1(C)Cc2ccccc2-c2nnc(-c3cccnc3)n21
  RNase H inhibition = 1%&3%

Nc1cccc(-n2nncc2-c2ccccc2)c1
  RNase H inhibition = 29%

Cc1cccnc1NC(=O)COc1ccc(Br)cc1
  RNase H inhibition = 4%

Ic1ccc(-c2nc(-c3ccncc3)no2)cc1
  RNase H inhibition = 15%

Cc1nc2ccccn2c1-c1csc(Nc2ccc(C(=O)O)cc2)n1
  RNase H inhibition = 13%

COC(=O)C1=C(C)NC(=O)/C1=C\c1ccc(C(=O)O)cc1
  RNase H inhibition = 7%

Cc1ccc(C)c(NC(=O)CSCc2ccccc2Cl)c1
  RNase H inhibition = 16%

CCOC(=C\c1sc2ccccc2[n+]1CC)/C=C/Nc1ccccc1
  RNase H inhibition = 0%

Cc1ccnc(NS(=O)(=O)c2ccc(F)cc2)c1
  RNase H inhibition = 12%

Cc1cccc(OCCOCCOc2ccccc2/C=C2\SC(N)=NC2=O)c1
  RNase H inhibition = 13%

O=C(Nc1ccccc1C(F)(F)F)c1ccc(Br)cc1
  RNase H inhibition = 2%

Cc1[nH]n(-c2ccc(Cl)cc2)c(=O)c1C=Nc1cccc2c1C(=O)c1ccccc1C2=O
  RNase H inhibition = 3%

CCOC(=O)C1CCCN(CCCc2ccccc2)C1 (stereo not drawn)
  RNase H inhibition = 3%

CC(C)NC(=O)C(=O)NCc1ccccn1
  RNase H inhibition = 5%

CCC(=O)Nc1ccc(N=c2ssc3c2-c2cc(C)ccc2NC3(C)C)cc1
  RNase H inhibition = 26%

COCCNCCOCCOc1ccc(F)cc1
  RNase H inhibition = 12%

O=C(COc1ccc(Br)cc1)Nc1ccccc1CO
  RNase H inhibition = 18%

Cc1ccc(S(=O)(=O)N2CCN(Cc3ccc(Br)cc3)CC2)cc1
  RNase H inhibition = 3%

COc1ccccc1N1CCN(C(=O)c2cccc(C)c2)CC1
  RNase H inhibition = 0%

Cc1ccc(OCC(=O)NC2CC(C)(C)NC(C)(C)C2)c(Br)c1
  RNase H inhibition = 10%

CC1=C(C(=O)Nc2ccc(Cl)cc2)C(c2cccs2)NC(=S)N1 (stereo not drawn)
  RNase H inhibition = 5%

CC(=O)C1=C(O)C(=O)N(C)C1c1ccc(F)cc1 (stereo not drawn)
  RNase H inhibition = 11%

O=C(Cc1ccccc1)N/N=C/c1ccc2ccccc2c1
  RNase H inhibition = 1%

Cc1cc(C)cc(NCc2ccc3c(c2)OCO3)c1
  RNase H inhibition = 9%

CCc1c(C)c(C#N)c2nc3ccccc3n2c1Nc1ccccc1
  RNase H inhibition = 0%

O=[N+]([O-])c1ccc(-n2nc3ccc4nonc4c3n2)cc1
  RNase H inhibition = 13%

CCOC(=O)/C(C#N)=C/N1CCCc2ccccc21
  RNase H inhibition = 15%

O=[N+]([O-])c1ccccc1S(=O)(=O)NCCc1ccccc1
  RNase H inhibition = 0%

O=C(CSc1nc2ccccc2s1)N=Nc1c(O)n(CN2CCCC2)c2ccccc12
  RNase H inhibition = 37%

COc1ccc(/C(C)=N/NC(=O)CC2(C)OCCO2)c(OC)c1
  RNase H inhibition = 4%

CC1=CC(C)(C)N(C(=O)CN2C(=O)c3ccccc3C2=O)c2cc(C)ccc21
  RNase H inhibition = 18%

O=C(N/N=C/C1CC2CCC1C2)C12CC3CC(CC(C3)C1)C2 (stereo not drawn)
  RNase H inhibition = 15%

CS(=O)(=O)N(CC(=O)Nc1cccc(Br)c1)c1ccc(Cl)cc1
  RNase H inhibition = 0%

COC(=O)[C@]1(C)C=C2C3=CC(=O)C4[C@@]5(C)CCC(=O)C(C)(C)C5CC[C@@]4(C)[C@]3(C)CC[C@@]2(C)CC1 (stereo partly drawn)
  RNase H inhibition = 3%

COc1cc(C2NC(=S)NC(C)=C2C(=O)Nc2ccccc2)ccc1O (stereo not drawn)
  RNase H inhibition = 0%

COC(=O)c1cc(C(=O)Nc2ccccc2C(=O)OC)cc([N+](=O)[O-])c1
  RNase H inhibition = 15%

CCOC(=O)/C=C/CSc1nc2sc3c(c2c(=O)[nH]1)CCCC3
  RNase H inhibition = 4%

Cc1ccc(CSCCNC(=O)CN(c2cccc(C)c2)S(C)(=O)=O)cc1
  RNase H inhibition = 18%

CCOC(=O)c1ccc(NC(=O)CN2C(=O)/C(=C/c3ccc(C)cc3)SC2=S)cc1
  RNase H inhibition = 19%

COc1ccccc1N1CCN(Cc2ccc(Cl)c([N+](=O)[O-])c2)CC1
  RNase H inhibition = 0%

COc1ccc(S(=O)(=O)N2CCCCCC2)cc1Br
  RNase H inhibition = 10%

COc1cc(Cl)ccc1NC(=O)c1cnn2c(C(F)(F)F)cc(-c3ccco3)nc12
  RNase H inhibition = 16%

O=S(=O)(c1ccc2c(c1)OCCO2)N1CCCCC1
  RNase H inhibition = 0%

COc1ccc(CC(C)Nc2ccc(F)c(Cl)c2)cc1 (stereo not drawn)
  RNase H inhibition = 16%

CN(C)c1cccc(C(=O)Nc2cc(Cl)ccc2Cl)c1
  RNase H inhibition = 0%

CC(=O)Nc1cc(C23CC4CC(CC(C4)C2)C3)ccc1C
  RNase H inhibition = 11%

O=C(Cc1ccc(Cl)cc1)NNC(=O)c1cccnc1
  RNase H inhibition = 10%

# Part of the list above in a different format.
structure,RNase H inhibition
O=C(Cc1ccccc1)N/N=C/c1ccc2ccccc2c1,1%
Cc1cc(C)cc(NCc2ccc3c(c2)OCO3)c1,9%
CCc1c(C)c(C#N)c2nc3ccccc3n2c1Nc1ccccc1,0%
O=[N+]([O-])c1ccc(-n2nc3ccc4nonc4c3n2)cc1,13%
CCOC(=O)/C(C#N)=C/N1CCCc2ccccc21,15%
O=[N+]([O-])c1ccccc1S(=O)(=O)NCCc1ccccc1,0%
O=C(CSc1nc2ccccc2s1)N=Nc1c(O)n(CN2CCCC2)c2ccccc12,37%
COc1ccc(/C(C)=N/NC(=O)CC2(C)OCCO2)c(OC)c1,4%
CC1=CC(C)(C)N(C(=O)CN2C(=O)c3ccccc3C2=O)c2cc(C)ccc21,18%
O=C(N/N=C/C1CC2CCC1C2)C12CC3CC(CC(C3)C1)C2 (stereo not drawn),15%
CS(=O)(=O)N(CC(=O)Nc1cccc(Br)c1)c1ccc(Cl)cc1,0%
COC(=O)[C@]1(C)C=C2C3=CC(=O)C4[C@@]5(C)CCC(=O)C(C)(C)C5CC[C@@]4(C)[C@]3(C)CC[C@@]2(C)CC1 (stereo partly drawn),3%
COc1cc(C2NC(=S)NC(C)=C2C(=O)Nc2ccccc2)ccc1O (stereo not drawn),0%
COC(=O)c1cc(C(=O)Nc2ccccc2C(=O)OC)cc([N+](=O)[O-])c1,15%
CCOC(=O)/C=C/CSc1nc2sc3c(c2c(=O)[nH]1)CCCC3,4%
Cc1ccc(CSCCNC(=O)CN(c2cccc(C)c2)S(C)(=O)=O)cc1,18%
CCOC(=O)c1ccc(NC(=O)CN2C(=O)/C(=C/c3ccc(C)cc3)SC2=S)cc1,19%
COc1ccccc1N1CCN(Cc2ccc(Cl)c([N+](=O)[O-])c2)CC1,0%
COc1ccc(S(=O)(=O)N2CCCCCC2)cc1Br,10%
COc1cc(Cl)ccc1NC(=O)c1cnn2c(C(F)(F)F)cc(-c3ccco3)nc12,16%
O=S(=O)(c1ccc2c(c1)OCCO2)N1CCCCC1,0%
COc1ccc(CC(C)Nc2ccc(F)c(Cl)c2)cc1 (stereo not drawn),16%
CN(C)c1cccc(C(=O)Nc2cc(Cl)ccc2Cl)c1,0%
CC(=O)Nc1cc(C23CC4CC(CC(C4)C2)C3)ccc1C,11%
O=C(Cc1ccc(Cl)cc1)NNC(=O)c1cccnc1,10%

# (list continues)
NS(=O)(=O)c1ccc(NC(=O)Nc2cccc(Cl)c2)cc1
  RNase H inhibition = 3%

O=C1CC(Sc2ncn[nH]2)C(=O)N1c1cccc(C(F)(F)F)c1 (stereo not drawn)
  RNase H inhibition = 6%

Cc1c(C(=O)Nc2ccc(I)cc2Cl)oc2ccccc12
  RNase H inhibition = 41%

C#CCSc1nc2c(c(=O)n1C1CCCCC1)C1(CCCCC1)Cc1ccccc1-2
  RNase H inhibition = 3%

O=C(O)c1cccc(N2C(=O)c3ccc4c5c(ccc(c35)C2=O)CC4)c1
  RNase H inhibition = 56%*

CCOC(=O)C1=C(C)N=c2s/c(=C\c3ccc(C)c(OC)c3)c(=O)n2C1c1cc(OC)ccc1OC (stereo not drawn)
  RNase H inhibition = 19%

COc1ccccc1/C=N/NC(=O)c1cc(-c2ccc3ccccc3c2)n[nH]1
  RNase H inhibition = 12%

O=S(c1ccc2ccccc2c1)N1CCOCC1 (stereo not drawn)
  RNase H inhibition = 5%

O=C(Nc1cccc(NC(=O)c2ccccc2Br)c1)c1ccccc1Cl
  RNase H inhibition = 25%

COC(=O)C1=C(C)N=c2s/c(=C/c3ccc(Cl)cc3)c(=O)n2C1c1ccccc1 (stereo not drawn)
  RNase H inhibition = 13%

O=C(Nc1ccc(Cl)cc1)c1ccc(CN2CCc3ccccc3C2)cc1
  RNase H inhibition = 9%

COc1ccc(CCC(=O)NCc2ccc(Cl)c(Cl)c2)cc1
  RNase H inhibition = 11%

CCOc1ccc2c(c1)C(c1ccccc1)=NNC(c1ccc(Br)cc1)=N2
  RNase H inhibition = 29%

COc1cc(-c2nc3ccccn3c2/N=C/c2ccccc2)ccc1O
  RNase H inhibition = 25%

O=C(CN1CCN(CCN2C(=O)c3cccc4cccc(c34)C2=O)CC1)c1ccc(F)cc1
  RNase H inhibition = 15%&6%

CCc1cc2c(=O)n(-c3ccccc3)c(SCC(=O)c3ccc(OC)cc3)nc2s1
  RNase H inhibition = 19%

O=C(Nc1ccc2c(c1)oc1ccccc12)Nc1cc(F)c(F)cc1Cl
  RNase H inhibition = 4%

Cc1ccccc1C(=O)Nc1c(C(=O)N2CCN(C)CC2)cnn1-c1ccccc1
  RNase H inhibition = 0%

COc1cc(C2C(C(=O)Nc3ccc(F)cc3)=C(C)NC3=C2C(=O)CCC3)ccc1O (stereo not drawn)
  RNase H inhibition = 0%

CCOC(=O)C(CC)Oc1ccc2c(C)cc(=O)oc2c1 (stereo not drawn)
  RNase H inhibition = 0%

COc1ccc(N(CC(=O)NC23CC4CC(CC(C4)C2)C3)S(=O)(=O)c2ccccc2)cc1
  RNase H inhibition = 10%

COC(=O)CCC(=O)Nc1cccc(Br)c1
  RNase H inhibition = 0%

CC(=Nc1ccc(C)cc1)c1c(O)n(C)c(=O)n(C)c1=O
  RNase H inhibition = 7%

N#CCc1ccc(NC(=O)c2cc(Cl)cc(Cl)c2O)cc1
  RNase H inhibition = 10%

COc1cc(C2C3C(=O)N(c4ccccc4C(F)(F)F)C(=O)C3ON2c2ccccc2)ccc1O (stereo not drawn)
  RNase H inhibition = 2%

# 2 of these compounds, reformatted:
compound	RNase H inhibition
CC(=Nc1ccc(C)cc1)c1c(O)n(C)c(=O)n(C)c1=O	7%
O=C(CN1CCN(CCN2C(=O)c3cccc4cccc(c34)C2=O)CC1)c1ccc(F)cc1	15%&6%

# (more compounds)
O=C(Nc1cc(Cl)c(Cl)cc1Cl)c1cccc(Cl)c1Cl
  RNase H inhibition = 6%

O=c1oc2ccccc2cc1-c1csc(Cc2nc(-c3ccc([N+](=O)[O-])cc3)cs2)n1
  RNase H inhibition = 15%

CCn1cc(/C=C2/C(=O)NN(c3ccccc3)C2=O)c2ccccc21
  RNase H inhibition = 25%

C/C(CCc1ccccc1)=N/NC(=O)c1ccc(-c2ccccc2)cc1
  RNase H inhibition = 0%

O=C(Cc1ccccc1)N1N=C(c2ccc(Cl)cc2)CC1(O)C(F)(F)F (stereo not drawn)
  RNase H inhibition = 19%

CCSCCOC(=O)C1=C(C)NC2=C(C(=O)CC(c3ccccc3)C2)C1c1ccc(F)cc1 (stereo not drawn)
  RNase H inhibition = 11%

O=[N+]([O-])c1ccc(CSc2nnnn2-c2ccccc2)cc1
  RNase H inhibition = 7%

O=C(CSC1=NCCS1)n1c2ccccc2c2ccccc21
  RNase H inhibition = 0%

CCC(Oc1ccccc1)C(=O)Nc1ccc(C(C)C)cc1 (stereo not drawn)
  RNase H inhibition = 5%
